# MBNL1 CUG block = qHTS Assay for Inhibitors of MBNL1-poly(CUG) RNA binding; Muscleblind-like protein 1 (Homo sapiens), Q9NR56; TR-FRET MBNL1-His/biotin-(CUG)12 binding, 665/545 ratio; Potency, µM (series often up to 57.5 µM), without a hit: at the highest dose activity change, negative = inhibition, actives largely listed as inhibitors; actives 0.036% (n = 280,000); AID 2675, 2010; active = well fitted inhibition curve with a large enough effect in the signal ratio, with a control signal flat, not every such curve was filed as active; inconclusive = small, poorly fitted or top-dose-only effect, or effect the other way, or a change in a side signal; inactive = no such curve, though single readings can be large or run the other way; the % refers to the signal ratio; also: potency is read from the fitted curve at half-maximal effect; % is scaled to controls: 0 for no effect and ±100 for the full control effect
#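 His-tagged MBNL1 binding to biotinylated (CUG)12 RNA was measured by TR-FRET using terbium anti-His antibody (0.055 ng/ul final) and streptavidin-XL665 (5 nM final). Compounds were titrated 92 nM to 58 uM; 60 min at room temperature.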
# MLL CXXC-DNA inh = qHTS Fluorescence Polarization Assay for Inhibitors of MLL CXXC domain - DNA interaction; actives 0.037% (n = 290,000); AID 2662, 2010; MLL-CXXC / FITC-HOXA9 DNA fluorescence polarization; Potency, µM (titrated, usually from 115 µM), for inactives: at the highest dose activity change, negative = inhibition, hits mostly inhibitors; active = well fitted inhibition curve with a large enough effect in the polarisation, with a control signal flat, not every such curve was filed as active; inconclusive = small, poorly fitted or top-dose-only effect, or effect the other way, or a change in a side signal; inactive = no such curve, though single readings can be large or run the other way; the % refers to the polarisation; also: potency is read from the fitted curve at half-maximal effect
#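 Fluorescence polarization: 7 uM MLL-CXXC (stock) preincubated 5 min with compounds, then 50 nM fluorescein-HOX-A9 DNA (stock) added; 30 min ambient. Buffer 50 mM Tris-HCl pH 7.5, 50 mM NaCl, 1 mM DTT, 0.05% BSA.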
# hERG WT inh = qHTS for Inhibitors of KCHN2 3.1: Wildtype qHTS | Voltage-gated inwardly rectifying potassium channel KCNH2 (Homo sapiens), Q12809 | U2OS, BacMam KCNH2, thallium flux FluxOr; stronger effect = lower value | activity change, % at 1.84 µM | actives 0.37% (n = 340,000);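 active = maximum activity change below -70%; inconclusive = maximum activity change between -70% and -50%; inactive = maximum activity change above -50%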; also: % is scaled to controls: 0 for no effect and ±100 for the full control effect
#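 U2OS cells transduced with wild-type KCNH2 virus are loaded with FluxOr dye for 45 min, and thallium flux is measured in kinetic reads before and after stimulation buffer. Rate constants are normalized to DMSO controls.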
# a7 integrin act = qHTS for Activators of Integrin-Mediated Alleviation for Muscular Dystrophy; alpha7betagal myoblasts, beta-gal FDG fluorescence, 48 h; Potency, µM (top dose mostly 38.3 µM), for inactives: top-dose activation, most hits filed as activators; actives 0.064% (n = 350,000); AID 624291, 2012;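 also: potency is read from the fitted curve at half-maximal effect; 100% = response of the positive control SU9516; nearly all actives have a fitted effect of over 60% in size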
#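 alpha7betagal+/- myoblasts (passage 13, 250/well) treated 48 h at 37C with compounds at 1:260 dilution of DMSO stock. Lysed, then beta-galactosidase activity read as FDG fluorescence (ex 480/em 540) after 30 min, with pre-read for autofluorescence.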
# TRPV1 ag = HTS Assay for Compounds that Act as Agonists of the Vanilloid Receptor 1 | TRPV1-expressing cells, Fluo-8 calcium influx, agonist mode | AID 540275, 2011 | activation, % at 8.33 µM | actives 0.19% (n = 320,000); in the data active = activation above about 80%; inconclusive = between about 30% and that limit; also: 0% is about no effect
#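 TRPV1-expressing cells were cultured overnight at 35.5C and loaded with Fluo-8 calcium dye for 40 to 90 min at room temperature. After a 10 s baseline, compound was added and calcium influx was read kinetically for 3 min (ex 480/em 520 nm).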
# GALK inhibitor = qHTS Assay for Inhibitors of Human Galactokinase (GALK); P51570; Purified GALK, Kinase-Glo residual ATP luminescence; Potency, µM (doses to about 57.5 µM), for the others: at the highest dose activity change, negative = inhibition, actives largely listed as inhibitors; actives 0.007% (n = 270,000); AID 1868, 2009; also: potency is read from the fitted curve at half-maximal effect; % is scaled to controls: 0 for no effect and ±100 for the full control effect
# Target sequence (P51570 whole entry, looked up): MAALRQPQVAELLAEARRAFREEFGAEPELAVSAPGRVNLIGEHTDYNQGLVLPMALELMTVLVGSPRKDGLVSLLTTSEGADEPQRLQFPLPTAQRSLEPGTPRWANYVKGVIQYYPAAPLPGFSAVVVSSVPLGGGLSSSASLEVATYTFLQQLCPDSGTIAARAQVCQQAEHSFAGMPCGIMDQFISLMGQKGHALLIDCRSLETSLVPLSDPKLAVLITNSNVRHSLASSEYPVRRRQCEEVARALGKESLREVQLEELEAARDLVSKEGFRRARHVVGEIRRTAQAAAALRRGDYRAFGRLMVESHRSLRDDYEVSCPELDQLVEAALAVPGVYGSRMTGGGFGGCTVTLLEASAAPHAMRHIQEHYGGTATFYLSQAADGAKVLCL
#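 Kinase-Glo Plus luminescence measured ATP left after a 1 h room-temperature reaction. The reaction used 5 nM GALK, 100 uM galactose and 35 uM ATP at pH 8.0 (20 mM HEPES, 5 mM MgCl2, 60 mM NaCl, 1 mM DTT, 0.01% BSA).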
# ASM inhibitor = Inhibitors of Secretory Acid Sphingomyelinase (S-ASM): qHTS. Sphingomyelin phosphodiesterase (Homo sapiens), P17405. actives 0.006% (n = 340,000). Potency, µM (top dose mostly 57.5 µM), inactives show at the highest dose activity change, negative = inhibition, most hits filed as inhibitors. placental ASM, HMU-PC fluorogenic substrate, 60 min. AID 504937, 2011; also: potency is read from the fitted curve at half-maximal effect
# Target sequence (P17405 47-631 limits assumed): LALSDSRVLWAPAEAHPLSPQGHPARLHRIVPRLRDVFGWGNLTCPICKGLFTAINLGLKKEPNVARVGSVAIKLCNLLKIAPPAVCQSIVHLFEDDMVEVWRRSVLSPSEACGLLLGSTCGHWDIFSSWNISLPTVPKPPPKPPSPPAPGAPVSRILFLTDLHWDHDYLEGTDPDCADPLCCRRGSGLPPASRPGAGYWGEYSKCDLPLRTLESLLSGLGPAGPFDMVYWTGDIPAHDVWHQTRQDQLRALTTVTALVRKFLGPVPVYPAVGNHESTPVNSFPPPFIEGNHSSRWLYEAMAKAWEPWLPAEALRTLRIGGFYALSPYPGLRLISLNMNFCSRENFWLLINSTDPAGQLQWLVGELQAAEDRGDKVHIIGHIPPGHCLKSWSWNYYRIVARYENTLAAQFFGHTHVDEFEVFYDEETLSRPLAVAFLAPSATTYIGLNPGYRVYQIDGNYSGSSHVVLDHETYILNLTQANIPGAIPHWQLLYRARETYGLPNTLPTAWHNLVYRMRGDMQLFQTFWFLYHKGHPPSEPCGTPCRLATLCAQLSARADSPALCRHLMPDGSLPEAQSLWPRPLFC
#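 HMU-PC0 cleavage (9 uM final) by human placental ASM, 60 min at 37 °C following 10 min compound exposure at RT; stopped at pH 10, fluorescence Ex 386/Em 447 nm.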
# AT treatment = qHTS Assay for Identifying a Potential Treatment of Ataxia-Telangiectasia; […] A-T fibroblasts, KAP-1 phosphorylation AlphaLISA; neocarzinostatin DNA damage 30 min before lysis; Potency, µM (highest dose often 57.5 µM), inactives show at the top dose activation, actives largely listed as activators; actives 0.19% (n = 320,000); also: potency is read from the fitted curve at half-maximal effect; % of control where 0% means no effect; nearly all actives have a fitted effect of over 45% in size
#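 ATM-like activity read as KAP-1 phosphorylation via AlphaLISA donor/acceptor antibody pairs after lysis and 6 hr at 25C. Cells were ATM-null patient fibroblasts ([…], hTERT), dosed 60 min, then exposed to the DSB inducer NCS for 30 min.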
# Coupling enz = qHTS Assay for Inhibitors of Fructose-1,6-bisphosphate Aldolase from Giardia Lamblia: Coupling assay counterscreen. coupling enzyme system counterscreen, AmpLite Red fluorescence. actives 0.67% (n = 290,000). AID 2472, 2010. activity change, negative = inhibition, % at 58.2 µM, hits read low; in the data active = activity change below about -30%; also: % is scaled to controls: 0 for no effect and ±100 for the full control effect
#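 Coupling enzymes only (glyceraldehyde-3-phosphate) + compound, at 57.5 uM final, 10 min RT; add substrate/coupling/AmpLite Red mix, 20 min RT; fluorescence ex 525/em 598 nm. Actives flag coupling-system interference.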
# KCNH2 3.1 inh = qHTS for Inhibitors of KCHN2 3.1: Mutant qHTS; AID 720553, 2013; actives 0.95% (n = 340,000); U2OS KCNH2 3.1, thallium flux FluxOr; stronger effect = lower value; Potassium voltage-gated channel subfamily H member 2, brain isoform KCNH2 3.1 (human); activity change, % (tested at about 1.8 µM);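 active = maximum activity change below -70%; inconclusive = maximum activity change from -70% to -50%; inactive = maximum activity change above -50%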;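 also: thallium influx rate constant from kinetic fluorescence after stimulation buffer; % is scaled to controls: 0 for no effect and ±100 for the full control effect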
#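 Steps: virus added to U2OS suspension (4 h, RT, dark); medium with 10% FBS added, cells plated, 37 C overnight; FluxOr/Red40 loading buffer 45 min RT; stimulation buffer, 2 min kinetic read; rate constant normalized.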
# Numbers without * were called inactive; i = inactive; ? = inconclusive; . = no result given; [ ] = dose if it differs, or a comment. Unless noted, calls follow the shape of the dose curve; as a rule, active = well fitted curve in the direction sought with a large enough effect; inconclusive = small, poorly fitted or top-dose-only effect, or another doubt; inactive = no such curve, though single readings can be large; an effect the other way counts as inactive or inconclusive. This is a subset, so the mix of outcomes need not match the whole.
SMILES,MBNL1 CUG block,MLL CXXC-DNA inh,hERG WT inh,a7 integrin act,TRPV1 ag,GALK inhibitor,ASM inhibitor,AT treatment,Coupling enz,KCNH2 3.1 inh
CCN(CC)c1ccc(CN2CC=C(c3ccc(F)cc3)CC2)cc1,-11%,2%,29,-59%[inhibitor],0,2%,4%,.,0,-24
Cc1cc(OCC(=O)NCc2ccc(S(N)(=O)=O)cc2)c2c3c(c(=O)oc2c1)CCC3,17%,-10%,-8,0%,-5,5%,5%,-2%,6,13
CCC(C)N1C(=O)NC(=O)C2(Cc3cc(C)ccc3N(C)C2)C1=O (centres undefined),7%,1%,-5,0%,0,5%,6%,18%,-3,-9
CC(C)c1c(CN(C)C(C)Cc2ccccc2)n(C)n(-c2ccccc2)c1=O (centres undefined),.,.,-8,.,28,.,-3%,13%,.,-6
COC(=O)C1=C(c2ccc(C(C)=O)cc2)C[C@@H]2CC[C@H]1N2C(=O)N1CCC(O)CC1,.,.,18,-10%,5,.,0%,3%,.,6
CC(Cc1ccccc1)NC(=O)C(c1ccc(N)cc1)c1ccc(N)cc1 (centres undefined),2%,13%,-12,-12%,3,-3%,0%,10%,0,2
CNC(=O)ON(C(=O)NC)C1N(C)C(=S)SC1(C)C (centres undefined),-9%,-5%,17,13%[7.66 µM],-3,-4%,3%,9%,4,10
Cn1c(O)c(C(c2ccccn2)c2c(O)n(C)c(=S)n(C)c2=O)c(=O)n(C)c1=S,8%,-4%,2,1%,0,.,2%,6%,5,1
Nc1c(C(=O)NCCN2CCOCC2)c2nc3ccccc3nc2n1Cc1ccccc1,?,-5%,3,-10%,4,-2%,i,20µM*,-4,-16
CCC1([N+](=O)[O-])COP(N)(=O)OC1 (centres undefined),.,.,8,7%,.,.,2%,.,.,2
CC(C(N)=O)N1CC(c2ccc(Cl)cc2)CC1=O (centres undefined),2%,-6%,-11,-1%,2,-1%,4%,3%,0,-7
CCN1C[C@]2(COC)CC[C@H](O)[C@@]34C5C[C@@H]6[C@@H](OC)C[C@@](O)(C5[C@H]6O)[C@](O)([C@@H](OC)C23)[C@@H]14 (some centres undefined),.,.,3,0%,.,.,-1%,.,.,-1
CN1CCCN(C(=O)COc2ccccc2)CC1,-1%,-8%,15,0%,-6,5%,1%,24%,.,-7
CN1CCc2c(c(N3CCCCC3)nc3n[nH]c(N)c23)C1,-4%,-5%,65,13%,0,0%,-2%,3%,4,8
C/C(=N\NC(=O)c1ccncc1)c1c(O)n(-c2ccccc2)c(=O)[nH]c1=O,7%,5%,-11,31%,29,.,17%,2%,0,-1
Cc1ccc(N2C(=O)NC(=O)/C(=C\c3cc(C)n(-c4cc(C(=O)O)cc(C(=O)O)c4)c3C)C2=O)cc1,15%,8.9µM*,-97*,4%,-1,.,10%,-11%,11,-4
Cc1cccc(CSc2nc3c(cc2C#N)CN(C)CC3)c1,18%,1%,22,6%,13,-5%,0%,1%,1,-4
O=C1CC(=O)N(Cc2ccccc2)C(=S)N1,-5%,-8%,3,-14%,-3,-2%,8%,5%,7,6
O=C(O)Cn1cc(C(=O)c2ccccc2F)c2ccccc21,2%,-14%,-7,-14%,1,-2%,0%,7%,4,3
Clc1cccc(N2CCNCC2)n1,-2%,-17%,3,14%,2,7%,1%,0%,4,-4
Cc1ccccc1C1=NCC(=O)N(CC(=O)N2CCCCC2)c2sc(C)c(C)c21,-2%,1%,-3,6%,2,-3%,-1%,1%,-1,9
COC(=O)C1=C(c2cc3ccccc3o2)C[C@@H]2CC[C@H]1N2C(=O)NCc1ccc(F)cc1,.,.,-6,7%,.,.,-4%,.,.,-22
C=CCN1C(=O)NC(=O)/C(=C/c2ccc(N(C)C)c(Br)c2)C1=O,-2%,?,-17,-14%,-5,0%,-1%,0%,-6,-3
CC(C)(C)c1nc(NCc2ccc3c(c2)OCO3)c2nnn(Cc3ccccc3Cl)c2n1,-7%,0%,0,21%,8,0%,2%,-6%,-1,-5
CCc1ccc(CN2CCN(Cc3cc(Br)ccc3O)CC2)cc1,-26%,7%,36,11%,2,-1%,0%,3%,-2,-12

# Continued.
SMILES,MBNL1 CUG block,MLL CXXC-DNA inh,hERG WT inh,a7 integrin act,TRPV1 ag,GALK inhibitor,ASM inhibitor,AT treatment,Coupling enz,KCNH2 3.1 inh
Cc1c(C(=O)N2CCC3(CC2)OCCO3)oc2ccccc12,0%,-3%,-12,26%,-13,0%,2%,-3%,2,-7
O=[N+]([O-])c1cc(F)c(N2CCCCCC2)cc1N1CCNCC1,?,5%,5,-34%,-2,4%,-8%,-4%,5,-27
COc1ccc(C2SCC(=O)Nc3c2c(C)nn3C2CCOC(C)(C)C2)cc1 (centres undefined),-6%,-2%,-20,2%,0,-2%,3%,-13%,0,-1
CC1=C2C(=O)C3C(CC=C4CC(O)CCC43C)C2CCC12OC1CC(C)CNC1C2C (centres undefined),0%,15%,0,21%,-2,-3%,3%,-11%,0,-4
Cc1cccc(-n2c(O)c(/C=N/NC(=O)c3ccncc3)c(=O)[nH]c2=O)c1,18%,14%,-9,12%,9,-2%,64%[activator],-4%,0,6
COc1ccc(CN2Cc3cnnn3-c3ccccc3C2C)cc1 (centres undefined),.,.,0,-19%,.,.,7%,.,.,-35
Cn1cc(/C=C2\C(=O)NC(=O)N(c3ccccc3)C2=O)c2ccccc21,6%,-3%,-10,-6%,-1,.,-4%,-9%,0,13
CSc1ccccc1C(=O)C1CCCN(Cc2ccn[nH]2)C1 (centres undefined),-1%,2%,5,0%,0,-3%,2%,0%[11.5 µM],3,6
N=Cc1c(O)n(-c2ccccc2)c(=O)n(-c2ccccc2)c1=O,9%,53%[activator],0,-28%,-2,-3%,1%,8%,1,4
c1ccc(-c2cc(-c3ccccc3)[n+](-c3ccccc3)c(-c3ccccc3)c2)cc1,?,-7%,-6,-72%[inhibitor],-2,.,-1%,-6%,1,-22
CCCCOP(=O)(CN1CCOCC1)OCCCC,-14%,-2%,9,14%,-2,0%,1%,3%,4,7
Cc1csc(NC(=O)C(Cl)c2ccccc2)n1 (centres undefined) (tested in a mixture with another compound),.,.,4,-14%,.,.,3%,.,.,3
COC1CC(C)C(OC)c2cc(O)cc(c2O)NC(=O)C(C)=CC=CC(C)C(OC(N)=O)C(C)=CC(C)C1OC (centres undefined),.,.,-12,-53%[inhibitor],.,.,26%,.,.,-30
CCOc1cc2c(cc1OCC)-n1cccc1C(c1ccc(C(C)C)cc1)NC2 (centres undefined),-8%,-1%,5,-71%[inhibitor],1,0%,0%,20%,0,-12
COc1ccc(CC2(CCc3ccncc3)C(=O)NC(=O)NC2=O)cc1OC,7%,-11%,0,17%,0,1%,-6%,10%,1,8
CCN(CC)C(=O)c1ccc(NC(=O)COc2ccccc2F)cc1,-29%,-1%,4,10%,0,0%,-1%,-3%,1,9
C=C1C(=O)O[C@@H]2C[C@@H](C)[C@@H]3C4OC4C(=O)[C@@]3(C)[C@@H](O)[C@H]12 (some centres undefined),-7%,10%,-18,-40%,-1,2%,0%,45%,6,5
O=C(c1cc(C(=O)NCc2ccccc2)c(=O)n(Cc2ccccc2)c1)c1cc(Br)ccc1O,-9%,7%,0,32%,-5,0%,-2%,.,-5,-11
CN(C)CCN=Cc1c(O)n(C2CCCCCC2)c(=O)[nH]c1=O,-1%,2%,10,1%,-3,3%,3%,-2%,3,-37
COCCCNC(=O)Cn1cc(/C=C2\C(=O)NC(=O)N(c3ccccc3F)C2=O)c2ccccc21,-2%,13%,-1,-37%,1,-2%,-4%,33%,1,-5

# Of the compounds above, 2 have a nitro group on carbon.
SMILES,MBNL1 CUG block,MLL CXXC-DNA inh,hERG WT inh,a7 integrin act,TRPV1 ag,GALK inhibitor,ASM inhibitor,AT treatment,Coupling enz,KCNH2 3.1 inh
CCC1([N+](=O)[O-])COP(N)(=O)OC1 (centres undefined),.,.,8,7%,.,.,2%,.,.,2
O=[N+]([O-])c1cc(F)c(N2CCCCCC2)cc1N1CCNCC1,?,5%,5,-34%,-2,4%,-8%,-4%,5,-27
